Mcl1-Noxa inh – disrupts binding of human Mcl-1 to Noxa peptide. TR-FRET Mcl-1/Noxa peptide binding, 2 h. inhibition, % at 21.7 µM. 220,000 tested, 1.5% active. AID 1022;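 active means compounds that cut the protein-peptide binding signal by more than 50% relative to plate controls in a single-dose test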;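 further: His-tagged Mcl-1 with rhodamine Noxa BH3 peptide and terbium anti-His antibody; 0% = Mcl-1 plus Noxa peptide wells and 100% = peptide-only wells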
RGS4-Gao reg – human RGS4-Galphao interaction regulation. binding response (% of control), % at 10 µM. 220,000 tested, 0.33% active. P09471. Multiplexed bead flow cytometry, RGS4-Galphao binding; actives lie on both sides; in the data active means binding response below about 49% or above about 150%; inactive means in between;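 further: fluorescent Galphao activated with aluminum fluoride binding bead-coupled RGS4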
Target sequence (P09471 whole entry, looked up): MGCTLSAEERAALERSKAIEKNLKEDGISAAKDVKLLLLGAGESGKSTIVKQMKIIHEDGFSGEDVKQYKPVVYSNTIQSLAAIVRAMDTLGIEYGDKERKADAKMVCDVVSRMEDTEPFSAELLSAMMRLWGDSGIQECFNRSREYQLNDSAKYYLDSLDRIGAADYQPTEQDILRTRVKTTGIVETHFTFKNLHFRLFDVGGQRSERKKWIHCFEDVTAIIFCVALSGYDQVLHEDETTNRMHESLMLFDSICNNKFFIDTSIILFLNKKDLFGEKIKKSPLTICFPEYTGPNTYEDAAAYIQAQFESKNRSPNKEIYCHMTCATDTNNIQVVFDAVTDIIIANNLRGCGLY
Mcl1-Bid inh – Mcl-1/Bid interaction inhibition. AID 1021. 220,000 tested, 0.97% active. TR-FRET Mcl-1/Bid-Dy647 peptide binding, 1536-well. inhibition, % at 21.7 µM;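 active means compounds that cut the binding signal by more than half at the single screening dose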;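 further: His-tagged Mcl-1 with europium anti-His antibody binding Bid BH3 peptide; 0% = Mcl-1 plus peptide wells and 100% = peptide-only wells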
RGS8-Gao – modulates binding of RGS8 to human Galphao; 220,000 tested, 0.34% active; response (percent of control binding), % at 10 µM; P09471; AID 1423; multiplexed bead flow cytometry; actives lie on both sides; in the data active means response below about 60% or above about 140%; inactive means in between;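 further: Galphao activated as the GDP aluminium fluoride complex binding bead-coupled RGS8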
Bim-Bcl-W – human Bim-Bcl-W interaction inhibition. Q92843. inhibition, % at 10 µM. AID 952. bead-based flow cytometry, Bim peptide-Bcl-W binding. 190,000 tested, 0.02% active;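 further: 0% = bound tracer without compound and 100% = peptide blocker; higher means less fluorescent Bim peptide bound to Bcl-W beads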
Target sequence (Q92843 whole entry, looked up): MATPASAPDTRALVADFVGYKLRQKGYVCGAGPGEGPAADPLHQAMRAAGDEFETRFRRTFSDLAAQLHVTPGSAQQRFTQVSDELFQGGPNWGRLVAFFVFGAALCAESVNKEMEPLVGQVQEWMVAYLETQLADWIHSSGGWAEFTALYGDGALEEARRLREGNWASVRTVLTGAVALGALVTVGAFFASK
Bim-Bcl-XL – human Bim-Bcl-XL interaction inhibition. inhibition, % at 10 µM. Bim peptide-Bcl-XL binding, bead flow cytometry, fluorescence. AID 1007. Q07817. 190,000 tested, 0.04% active
Target sequence (Q07817 whole entry, looked up): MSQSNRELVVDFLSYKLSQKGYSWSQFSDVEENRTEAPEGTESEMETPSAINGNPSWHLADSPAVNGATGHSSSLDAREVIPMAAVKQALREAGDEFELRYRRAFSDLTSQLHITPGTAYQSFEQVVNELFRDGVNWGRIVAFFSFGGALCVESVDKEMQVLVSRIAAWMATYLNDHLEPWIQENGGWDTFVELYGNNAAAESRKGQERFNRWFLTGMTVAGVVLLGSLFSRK
Mcl-1 Bim block – inhibitors of Bim-Mcl-1 interaction, human. Bead-based flow cytometry, Bim peptide-Mcl-1 binding. inhibition, % at 10 µM. 190,000 tested, 0.1% active. AID 1009;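 further: 0% = no compound tracer wells and 100% = peptide blocker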
Bfl-1 Bim block – human Bim-Bfl-1 interaction inhibition; inhibition, % at 10 µM; Q16548; 190,000 tested, 0.12% active; Bead-based flow cytometry, Bim-Bfl-1 binding inhibition;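 further: 0% = wells without compound plus tracer and 100% = blocker peptide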
RGS7-Gao – regulators of human RGS7-Galphao interaction. P09471. Multiplexed bead flow cytometry, RGS7-Galphao binding; actives lie on both sides. binding response (% of control), % at 10 µM. 220,000 tested, 0.35% active; in the data active means binding response below about 49% or above about 150%; inconclusive means no clear call, values can overlap the other calls; inactive means in between;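 further: fluorescent Galphao held in activated GDP-AlF4 state binding bead-coupled RGS7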
Bim-Bcl-B – human Bim-Bcl-B interaction inhibition | 190,000 tested, 0.073% active | bead-based flow cytometry, Bim peptide-Bcl-B binding | Q9HD36 | inhibition, % at 10 µM;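 further: 0% = tracer peptide without compound and 100% = reference inhibitor peptide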
Bcl-2 Bim block – human Bim-Bcl-2 interaction inhibition. P10415. Bead-based flow cytometry, Bim peptide-Bcl-2 binding. inhibition, % at 10 µM. 190,000 tested, 0.06% active. AID 950; in the data active means inhibition above about 40%; inconclusive means no clear call, values can overlap the other calls;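 further: 0% = no compound wells with probe peptide and 100% = reference peptide inhibitor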
Target sequence (P10415 whole entry, looked up): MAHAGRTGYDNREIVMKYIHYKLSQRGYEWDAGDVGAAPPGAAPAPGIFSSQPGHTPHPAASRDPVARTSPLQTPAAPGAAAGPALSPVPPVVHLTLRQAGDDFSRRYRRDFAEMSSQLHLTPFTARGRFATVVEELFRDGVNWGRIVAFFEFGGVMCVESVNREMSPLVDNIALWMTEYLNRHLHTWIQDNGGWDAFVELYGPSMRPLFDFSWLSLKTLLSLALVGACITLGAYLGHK
Starred values were filed as active, the others as inactive; ? = inconclusive; . = no result given. Unless noted, no stated cut-off is given here; in the data, active means inhibition above about 40%.

canonical_smiles	Mcl1-Noxa inh	RGS4-Gao reg	Mcl1-Bid inh	RGS8-Gao	Bim-Bcl-W	Bim-Bcl-XL	Mcl-1 Bim block	Bfl-1 Bim block	RGS7-Gao	Bim-Bcl-B	Bcl-2 Bim block
C1CN(c2nc3nonc3n3nnnc23)CCO1	-8	100	-31	93	-4	-4	-2	0	98	-2	0
Cc1ccc(NC(=O)CSc2n[nH]c(-c3ccncc3)n2)cc1	8	96	-18	99	4	9	1	-9	99	-3	-5
O=[N+]([O-])c1ccc(N2CCCCC2)cc1N1CCOCC1	14	104	-7	102	-2	-1	0	-2	101	0	-6
Cc1ccccc1C(=O)N1CCC(C(=O)N2CCN(S(=O)(=O)c3ccccc3F)CC2)CC1	24	102	-8	101	-2	-5	-2	-2	101	-6	1
CCNC(=S)NNC(=O)C1CCCCC1	4	97	-73	98	-3	-2	0	-5	97	-6	-2
Cn1c(N)c(C(=O)CSc2nc(N)cc(=O)[nH]2)c(=O)n(C)c1=O	-6	95	-53	101	0	-5	-1	-13	94	-12	-6
CCCCn1c(N)c(N(Cc2ccccc2OC)C(=O)COc2ccccc2C#N)c(=O)[nH]c1=O	-7	101	-16	103	.	.	.	.	?	.	.
O=C(Nc1nnc(C2COc3ccccc3O2)o1)c1ccc(F)cc1 (configuration not stated)	-58	95	-46	97	-5	-6	-2	-9	96	-3	-4
COc1ccc(CN(C(=O)Cn2nnc(-c3ccc(C)o3)n2)C(C(=O)NCC2CCCO2)c2ccco2)cc1 (configuration not stated)	-2	99	-12	98	0	0	-6	0	97	-6	-3
CCC(c1nnnn1C(C)(C)CC)N1CCN(c2ccccc2F)CC1 (configuration not stated)	-3	103	-4	104	1	-1	0	1	96	-1	0
CCN(CC)CCC(c1ccc(N(C)C)cc1)c1c(OC)cc(OC)c2c(-c3ccccc3)cc(=O)oc12 (configuration not stated)	26	101	-130	102	.	.	.	.	?	.	.
CCOC(=O)C1CCN(S(=O)(=O)c2ccc(OC)c(Cl)c2)CC1	20	97	-10	101	-2	-6	0	-1	104	-4	0
O=C(CC1CS(=O)(=O)CC1CC(=O)Nc1ccc2c(c1)OCCO2)Nc1ccc2c(c1)OCCO2 (configuration not stated)	18	97	-47	101	1	-2	0	2	95	-10	0
CCOc1ccc(N=C(NC#N)SC)cc1	-2	96	8	96	0	1	0	-1	99	-1	-2
CC(C)Cc1nnc(NS(C)(=O)=O)s1	22	104	25	102	-4	-9	-5	-8	105	-6	-8
CCOc1ccc(NC(=S)N(C)C)cc1	6	100	-22	99	.	.	.	.	?	.	.
Cc1ccc2c(c1)C1CN(C)CCC1N2C(=O)COc1ccc(N(C)C(=O)C(C)(C)C)cc1 (configuration not stated)	8	100	-39	98	0	-2	0	-5	?	-1	2
CSc1ccccc1C(=O)Nc1ccc(C)cc1C	5	102	-9	102	-2	-4	-1	-5	?	-6	-4
O=C(COc1ccccc1)Nc1ccc(Cl)cn1	7	104	-7	102	0	0	-3	4	95	3	-3
COc1ccc(O)c(C(=O)C2c3ccccc3C(=O)N2c2ccc(C)cc2)c1 (configuration not stated)	31	101	-16	100	.	.	.	.	?	.	.
COc1ccc(NS(=O)(=O)c2ccc3oc(Nc4ccc5c(c4)OCCO5)nc3c2)cc1	31	101	-32	101	0	-12	-4	-5	102	-10	-6
O=C(NCC1CCCO1)c1ccc(C(=O)NCC2CCCO2)cc1 (configuration not stated)	5	99	-13	98	-4	-1	-3	-2	98	0	-1
O=S(=O)(c1cc(Cl)ccc1Cl)N1CC2CCCN2c2ccc(C(F)(F)F)cc21 (configuration not stated)	-10	99	-61	106	0	1	0	-1	102	-1	3
C=CCc1ccc(OCCCCNC2CCCC2)c(OC)c1	17	104	6	100	0	-1	0	-3	?	0	1
Cc1csc2c(N3CCN(C(=O)NC(C)(C)C)CC3)ncnc12	-11	91	-11	99	.	.	.	.	?	.	.
Cc1c(CN2CCC(CO)(Cc3cccc(C(F)(F)F)c3)CC2)c2ccccc2n1C	2	99	-18	96	-1	-2	0	-2	93	-5	-3
COc1ccc2c3c(cccc13)OCC2=O	24	97	-2	94	5	10	7	7	99	6	7
CCOC(=O)Cn1cnc2c(sc3nc(C)cc(C)c32)c1=O	10	106	-14	99	.	.	.	.	?	.	.
CCN(CC)S(=O)(=O)c1cccc(C(=O)N[C@@H](C)c2nc3ccccc3[nH]2)c1	10	99	-16	100	0	0	-3	-4	99	-1	1
COc1ccccc1NC(=S)N1CCCc2ccccc21	-19	99	-60	106	2	0	1	-3	98	1	-2
CCCCCCOC(=O)c1ccc(OC(=O)c2cccnc2)cc1	19	83	3	96	-2	0	-1	0	95	-1	0
CC(C)c1cc(CNC(=O)CCc2nnc(CCCc3ccccc3)o2)on1	-8	97	-6	100	-2	-2	1	-7	96	-3	0
Cc1ccc(-n2ncc3c(N4CCC(C(N)=O)CC4)ncnc32)c(C)c1	0	104	-9	116	-4	-3	0	-4	104	-3	0
COc1ccc(N2C(=O)C(CC(=O)Nc3ccc(F)cc3)N(CCc3ccc(OC)c(OC)c3)C2=O)cc1 (configuration not stated)	2	101	-20	103	-1	-1	0	-3	99	-1	0
O=C(CSc1ncccn1)N1CCC(Cc2ccccc2)CC1	7	101	-8	104	-2	-6	-2	-4	?	-2	0
Cc1ccn2cc(CCNC(=O)CC(C)(C)C)nc2c1	18	99	-28	102	0	-3	0	-11	104	-4	-8
COC(=O)c1cccc(-n2c(C)cc(C=O)c2C)c1	2	101	-29	101	11	14	11	9	98	9	7
COc1cc(/C=N/Nc2nc(Nc3ccc(C)cc3)nc(-n3nc(C)cc3C)n2)cc(OC)c1OC	-50	105	-27	104	5	-2	-1	-10	103	-9	-8
O=C(O)CCCC(=O)N1CCc2cc(S(=O)(=O)NCc3ccc(F)cc3)ccc21	-1	103	-18	102	0	0	-1	-1	104	-2	0
COc1cc(OC)c2cc[nH]c2c1	0	101	-21	101	-4	-4	-3	-3	100	-7	-5
CCOC(=O)Cc1c(C)[nH]c(=S)[nH]c1=O	2	99	-101	100	0	1	0	-5	100	-2	-3
CC(=O)OCCN(C)c1cc(SC(C)C)c2nonc2c1[N+](=O)[O-]	15	100	-2	99	2	-2	0	7	99	-5	0
COC(=O)c1cc(C)sc1NC(=O)C1CC=CCC1C(=O)O (configuration not stated)	7	100	-34	99	3	-2	4	-5	97	0	-4
Cc1ccc(C)n1-n1c(C)nc2scc(-c3ccccc3)c2c1=O	-8	109	-19	100	-2	-1	0	0	139	-2	-6
CN1C(=O)/C(=C/C=C2\SCCN2C)N(C)C1=S	12	106	-35	108	-1	-2	-2	0	105	-2	-4
CCCCCCNc1nc(Cl)nc(NC(C)(C)CO)n1	4	93	-6	99	.	.	.	.	?	.	.
O=C(O)C1CC=CCC1C(=O)NNS(=O)(=O)c1ccccc1 (configuration not stated)	-4	101	-7	100	0	0	1	-3	97	-1	-2
CC(=O)c1cccc(NC(=S)NC2CC2)c1	18	101	-81	99	-9	-8	-13	-12	97	-8	-11
Cc1cccc(C(=O)N[C@H](C(=O)Nc2nc(C)cs2)C(C)C)c1	16	100	-23	100	-4	-4	-5	-3	101	-3	0
OCCN1CCN(c2ncnc3c2c(-c2ccccc2)cn3-c2ccc(Br)cc2)CC1	29	108	-41	125	-1	-4	-2	0	107	-1	-1

The listing continues:
canonical_smiles	Mcl1-Noxa inh	RGS4-Gao reg	Mcl1-Bid inh	RGS8-Gao	Bim-Bcl-W	Bim-Bcl-XL	Mcl-1 Bim block	Bfl-1 Bim block	RGS7-Gao	Bim-Bcl-B	Bcl-2 Bim block
O=S(=O)(Nc1cccc(C(F)(F)F)c1)c1cccnc1	10	100	-9	108	-4	-3	-1	-8	97	-3	-3
CCC1C(=O)N=C(SCC(=O)NC2CCCCC2)NC1=O (configuration not stated)	-5	103	-26	103	2	1	2	-4	100	0	1
CC(C)(NO)/C(=N/O)c1cccs1	20	99	5	102	4	-1	-3	-10	102	-8	-8
COc1ccc(NC(=O)CC#N)cc1OC	-6	90	-18	94	-2	0	-3	0	90	0	0
COc1ccc(C(=O)CSc2nnc(CNc3nc(-c4ccccc4)cs3)n2C)cc1	-1	102	-55	99	5	9	1	1	100	7	1
O=C(N/N=C/c1ccncc1)c1nc2ccccc2c(=O)[nH]1	-2	100	-18	100	.	.	.	.	?	.	.
COc1ccc2nc(N/C(N)=N/S(C)(=O)=O)nc(C)c2c1	4	103	-5	103	.	.	.	.	?	.	.
CN(C)Cc1c(-c2ccc(Cl)cc2)nc2ccc(Cl)cn12	7	99	-17	101	-4	-3	0	0	102	0	1
CC(=O)c1cccc(NS(=O)(=O)N(C)C)c1	2	99	-22	94	-1	-6	0	-1	100	-1	-3
COc1cc2[nH]c(=S)n(Cc3ccccc3)c(=O)c2cc1OC	11	98	-5	102	-6	-9	-5	1	?	-36	-6
CC1=NNC(=O)C1CCC(=O)N/N=C/c1ccc(C)cc1 (configuration not stated)	5	105	-43	101	.	.	.	.	?	.	.
Fc1ccc2nc(C3CCCCN3Cc3nc(CC4CC4)no3)[nH]c2c1 (configuration not stated)	5	105	-19	102	0	-3	-1	-4	101	-5	-4
CCn1cc(Cl)c(C(=O)N2N=C(c3ccc4ccccc4c3)CC2c2ccccc2O)n1 (configuration not stated)	-38	84	7	67	-3	-5	-4	0	87	-9	-3
CCN(C(=O)COC(=O)C1CCN(S(=O)(=O)c2cccs2)CC1)c1ccccc1	21	106	-10	101	-2	-4	1	0	99	0	1
CCOc1ccc(N2C(=O)c3ccc(C(=O)OCc4c(C)noc4C)cc3C2=O)cc1	14	102	-17	101	3	2	0	3	103	3	3
COc1ccc(NC(C)=O)cc1NC(=O)CSc1nc2ncccc2[nH]1	-3	93	-6	96	-1	-1	1	-7	87	-5	-5
O=C(c1ccc(Cl)cc1)c1cc(-c2ccccn2)c(N2CCOCC2)s1	-10	105	-44	104	0	0	0	-2	109	-4	-2
Cc1cccnc1NCc1ccc(O)c2ncccc12	-35	101	-123	102	1	-4	1	-14	101	-6	0
CCOC(=O)c1cc2sc(C)cc2n1CCCN1C(=O)c2ccccc2C1=O	-8	100	-5	100	0	-4	-3	-2	98	-2	-2
CSCCC(NC(=O)c1cccc(S(=O)(=O)N2CCOCC2)c1)C(=O)Nc1ccc(F)cc1 (configuration not stated)	10	98	-54	106	-1	-5	0	2	99	-2	0
COc1ccccc1NC(=O)N1CCN(c2cc(-c3ccccc3)nc3ncnn23)CC1	3	99	1	100	0	0	-3	0	97	-2	1
Cc1ccc(-c2cc(C(F)F)n3ncc(C(=O)N4CCCCC4c4cccnc4)c3n2)cc1 (configuration not stated)	4	99	-7	98	-1	-3	1	-4	?	0	0
O=C(CC1Nc2ccccc2NC1=O)NCC1COc2ccccc2O1 (configuration not stated)	5	99	-44	103	2	0	-1	0	100	-1	0

High-throughput results as filed in PubChem.
